Mtb BioA inh: BioA (M. tuberculosis) enzyme inhibition; 360,000 tested, 0.096% active; purified M. tuberculosis BioA enzyme, plate reader; inhibition, % at 9.99 µM; in the data active = inhibition above about 40%
Active calls of the source: *; & = joins results of further samples. The list is partial. The share of hits here may be higher or lower than overall.

SMILES	Mtb BioA inh
C[C@@H]1CN([C@H](C)CO)C(=O)Cc2cc(NC(=O)CCCN(C)C)ccc2O[C@H]1CN(C)C(=O)Nc1ccc2c(c1)OCO2	-1.0
C[C@@H]1CN([C@H](C)CO)S(=O)(=O)c2ccc(-c3cccnc3)cc2O[C@@H]1CN(C)Cc1cncnc1	-1.0
COc1ccc(S(=O)(=O)N[C@H]2C=C[C@@H](CC(=O)O)O[C@@H]2CO)cc1	-1.3
C[C@H]1CN([C@@H](C)CO)C(=O)c2cccc(NC(=O)Nc3ccc4c(c3)OCO4)c2O[C@@H]1CN(C)CC1CCCCC1	1.0
C[C@@H]1CCCCO[C@H](CN(C)CC2CCCCC2)[C@@H](C)CN([C@H](C)CO)C(=O)c2cc(NS(=O)(=O)c3ccccc3)ccc2O1	-2.2
C[C@@H]1CN([C@H](C)CO)C(=O)c2cc(NC(=O)NC3CCCCC3)ccc2O[C@H]1CN(C)S(=O)(=O)c1ccc(Cl)cc1	-0.2
C[C@H](CO)N1C[C@H](C)[C@@H](CN(C)C(=O)C2CC2)Oc2cc(C#C[C@@H](C)O)ccc2S1(=O)=O	0.2
N#C[C@@H]1[C@@H](c2ccc(-c3cccnc3)cc2)[C@H](CO)N1C(=O)C1CC1	3.3
Cc1ccc(-c2cnc3c(c2)C(=O)N([C@H](C)CO)C[C@@H](C)[C@H](CN(C)CC2CCOCC2)O3)cc1	0.1
C[C@H]1CN([C@@H](C)CO)C(=O)c2cc(NC(=O)c3ccncc3)ccc2O[C@@H]1CN(C)S(=O)(=O)c1ccc(Cl)cc1	2.6
Cc1cc(C(=O)Nc2cccc3c2O[C@@H](CN(C)C(=O)Nc2ccccc2)[C@@H](C)CN([C@@H](C)CO)C3=O)n(C)n1	2.1
O=C(C[C@H]1C[C@H]2c3cc(NC(=O)Nc4ccc(F)cc4)ccc3O[C@H]2[C@H](CO)O1)NCC1CC1	1.3

Arranged by molar mass (descending): part of the list above.
SMILES	Mtb BioA inh
C[C@@H]1CN([C@H](C)CO)C(=O)Cc2cc(NC(=O)CCCN(C)C)ccc2O[C@H]1CN(C)C(=O)Nc1ccc2c(c1)OCO2	-1.0
Cc1cc(C(=O)Nc2cccc3c2O[C@@H](CN(C)C(=O)Nc2ccccc2)[C@@H](C)CN([C@@H](C)CO)C3=O)n(C)n1	2.1
C[C@H](CO)N1C[C@H](C)[C@@H](CN(C)C(=O)C2CC2)Oc2cc(C#C[C@@H](C)O)ccc2S1(=O)=O	0.2
COc1ccc(S(=O)(=O)N[C@H]2C=C[C@@H](CC(=O)O)O[C@@H]2CO)cc1	-1.3
N#C[C@@H]1[C@@H](c2ccc(-c3cccnc3)cc2)[C@H](CO)N1C(=O)C1CC1	3.3

Next entries.
SMILES	Mtb BioA inh
CC(C)NC(=O)N(C)C[C@@H]1OCc2cnnn2CCCC(=O)N([C@@H](C)CO)C[C@@H]1C	0.6
COc1ccc(NC(=O)N(C)C[C@@H]2OCCCC[C@@H](C)Oc3ccc(NS(=O)(=O)c4ccccc4)cc3C(=O)N([C@@H](C)CO)C[C@H]2C)cc1	0.6
CO[C@H]1CN(C)C(=O)c2cc(NC(=O)C3CC3)ccc2OC[C@H](C)N(C(=O)c2cnccn2)C[C@@H]1C	0.5
COC(=O)C[C@H]1CC[C@@H]2[C@H](COC[C@@H](O)CN2S(=O)(=O)c2ccccc2OC)O1	1.8
COCc1cn(CC[C@@H]2CC[C@H](NC(=O)Nc3ccc4c(c3)OCO4)[C@@H](CO)O2)nn1	1.1
O=C(N[C@H]1CC[C@H](CCn2cc(C3(O)CCCC3)nn2)O[C@@H]1CO)C1CCOCC1	1.1
C[C@@H]1CN([C@@H](C)CO)S(=O)(=O)c2ccc(C#Cc3ccc(F)cc3)cc2O[C@H]1CN(C)C(=O)NC1CCCC1	3.6
CC(C)NC(=O)Nc1ccc2c(c1)C(=O)N([C@H](C)CO)C[C@@H](C)[C@H](CN(C)Cc1ccncc1)OCCCC[C@@H](C)O2	0.8
C[C@@H]1CN([C@H](C)CO)C(=O)c2cc(NC(=O)CCC(F)(F)F)ccc2O[C@@H](C)CCCCO[C@@H]1CN(C)C(=O)CCC(F)(F)F	-0.2
Cc1cccc(S(=O)(=O)N[C@H]2CC[C@H](CCNC(=O)c3cnccn3)O[C@@H]2CO)c1	0.6
CN(C)CC(=O)Nc1ccc2c(c1)[C@@H]1C[C@H](CC(=O)NCc3cccnc3)O[C@@H](CO)[C@@H]1O2	-0.6
CO[C@H]1CN(C)C(=O)c2cc(NC(=O)Nc3cccc(F)c3)ccc2OC[C@@H](C)N(C)C[C@H]1C	2.0
CN1C(=O)c2cc(NC(=O)c3cccc(F)c3)ccc2OC[C@@H]2O[C@@H](CC(=O)NC3CCC3)CC[C@H]21	16&18
COc1ccc(C#Cc2cnc3c(c2)C(=O)N([C@H](C)CO)C[C@@H](C)[C@H](CN(C)C(=O)CC2CC2)O3)cc1	-0.5
COc1ccc(CN2[C@H](CO)[C@H]3c4ccccc4N(C(=O)Nc4ccc(F)cc4)C[C@H]32)cc1	0.2
COc1ccc(NC(=O)N(C)C[C@@H]2Oc3ccc(NC(=O)Nc4ccc(F)cc4)cc3CC(=O)N([C@@H](C)CO)C[C@H]2C)cc1	4.1
C[C@H]1CN([C@@H](C)CO)S(=O)(=O)c2ccc(-c3cncnc3)cc2O[C@@H]1CN(C)Cc1ccccn1	-2.4
C[C@@H]1CN([C@H](C)CO)C(=O)Cc2cc(NC(=O)CCN3CCOCC3)ccc2O[C@H]1CN(C)C(=O)NC1CCCCC1	-1.9
C[C@@H]1CN([C@H](C)CO)C(=O)Cc2cc(NS(=O)(=O)c3cn(C)cn3)ccc2O[C@@H]1CN(C)C(=O)Nc1ccc(F)cc1	-1.7
C[C@@H]1CN([C@@H](C)CO)S(=O)(=O)c2ccc(-c3ccc(C(=O)N(C)C)cc3)cc2O[C@H]1CN(C)C(=O)Nc1ccccc1F	1.6
CCCNC(=O)Nc1ccc2c(c1)OC[C@@H](C)N(Cc1ccc(-c3ccccn3)cc1)C[C@H](C)[C@H](OC)CN(C)C2=O	4.3
COc1ccc(NC(=O)N[C@@H]2CC[C@@H](CCn3cc(-c4ccccc4F)nn3)O[C@H]2CO)cc1	-2.3
O=C(Nc1ccc(F)cc1)N1C[C@@H]2[C@H](c3ccccc31)[C@@H](CO)N2C(=O)c1ccccc1	-3.5
C[C@H](CO)N1C[C@H](C)[C@H](CN(C)S(=O)(=O)c2cccs2)OCc2cn(nn2)CCCC1=O	-3.0

A different layout for part of the listing above.
SMILES | Mtb BioA inh
CN1C(=O)c2cc(NC(=O)c3cccc(F)c3)ccc2OC[C@@H]2O[C@@H](CC(=O)NC3CCC3)CC[C@H]21 | 16&18
COc1ccc(C#Cc2cnc3c(c2)C(=O)N([C@H](C)CO)C[C@@H](C)[C@H](CN(C)C(=O)CC2CC2)O3)cc1 | -0.5
COc1ccc(CN2[C@H](CO)[C@H]3c4ccccc4N(C(=O)Nc4ccc(F)cc4)C[C@H]32)cc1 | 0.2
COc1ccc(NC(=O)N(C)C[C@@H]2Oc3ccc(NC(=O)Nc4ccc(F)cc4)cc3CC(=O)N([C@@H](C)CO)C[C@H]2C)cc1 | 4.1

Additional entries:
SMILES	Mtb BioA inh
Cc1ccc(S(=O)(=O)N[C@@H]2CC[C@@H](CCNC(=O)C3CC3)O[C@@H]2CO)cc1	-3.0
COc1ccc(CN(C)C[C@H]2OCCCC[C@H](C)Oc3ccc(NC(=O)Cc4ccccc4)cc3C(=O)N([C@@H](C)CO)C[C@@H]2C)cc1	-0.5
C[C@@H]1CN([C@@H](C)CO)S(=O)(=O)c2ccc(C#Cc3ccncc3)cc2O[C@H]1CN(C)S(=O)(=O)c1ccc(F)cc1	-0.6
O=C(C[C@H]1CC[C@@H](NS(=O)(=O)c2ccc(F)cc2)[C@@H](CO)O1)NCCN1CCCCC1	0.0
COc1ccc(S(=O)(=O)N(C)C[C@@H]2OCCCC[C@@H](C)Oc3ccc(NS(=O)(=O)c4ccccc4)cc3C(=O)N([C@@H](C)CO)C[C@@H]2C)cc1	1.5
COc1ccc(-c2ccc3c(c2)O[C@H](CN(C)CC2CCOCC2)[C@H](C)CN([C@H](C)CO)S3(=O)=O)cc1	1.6
Cn1cnc(S(=O)(=O)N2CCCCN3[C@H](CO)[C@@H](c4ccc(-c5ccccc5)cc4)[C@@H]3C2)c1	-1.2
CO[C@H]1CN(C)C(=O)c2cc(NS(=O)(=O)c3ccccc3F)ccc2OC[C@H](C)NC[C@H]1C	-2.6
C[C@@H]1CN([C@H](C)CO)C(=O)c2cc(NC(=O)Cc3ccccc3)ccc2O[C@H]1CN(C)S(=O)(=O)c1ccccc1	-1.4
C[C@@H]1CN([C@@H](C)CO)C(=O)c2cccc(NS(=O)(=O)c3cccs3)c2O[C@H]1CN(C)Cc1ccncc1	1.1
C[C@H]1CN([C@@H](C)CO)C(=O)Cc2cc(NS(=O)(=O)c3cccs3)ccc2O[C@@H]1CN(C)C(=O)Nc1ccc(C(F)(F)F)cc1	-1.7
COc1ccc(NC(=O)Nc2cccc3c2O[C@@H](CN(C)S(C)(=O)=O)[C@@H](C)CN([C@H](C)CO)C3=O)cc1	-1.2
C[C@@H]1CN([C@@H](C)CO)C(=O)Cc2cc(NC(=O)C3CC3)ccc2O[C@H]1CN(C)CC1CCCCC1	3.8
[N-]=[N+]=Nc1ccccc1C[C@]1(C(=O)N2CCOCC2)N=C(c2ccc(OCCCO)cc2)O[C@H]1c1ccccc1	-0.7
O=C(C[C@@H]1C=C[C@@H](NC(=O)c2ccc(F)cc2)[C@@H](CO)O1)NCc1ccncn1	0.2
CNC(=O)C[C@H]1CC[C@@H]2[C@@H](COc3ccc(NC(=O)c4ccccc4OC)cc3C(=O)N2C)O1	-1.2
C[C@@H]1CN([C@H](C)CO)C(=O)c2cc(-c3ccc(C#N)cc3)cnc2O[C@H]1CN(C)CC1CCCC1	-0.7
O=C1O[C@H](c2ccccc2)[C@H](c2ccccc2)N2[C@H]1[C@@H](C(=O)NC[C@H](O)c1ccccc1)[C@]1(C(=O)Nc3ccc(C#CC4=CCCCC4)cc31)[C@H]2c1ccc(OCCO)cc1	-1.0
C[C@H]1CN([C@@H](C)CO)S(=O)(=O)c2ccc(C3=CCCCC3)cc2O[C@@H]1CN(C)Cc1cncnc1	2.1
C[C@H](CO)N1C[C@H](C)[C@@H](CN(C)C(=O)C2CCCCC2)Oc2ncc(/C=C/c3ccccc3)cc2C1=O	2.0
C[C@@H](NC(=O)[C@H]1[C@H](CO)[C@H]2Cn3c(ccc(-c4ccncc4)c3=O)[C@H]2N1C)c1ccccc1	-1.1
C[C@@H]1CN([C@H](C)CO)C(=O)c2cc(NC(=O)Cc3cn(C)c4ccccc34)ccc2O[C@H]1CN(C)Cc1ccc(Cl)c(Cl)c1	-1.4
CC(C)C#Cc1ccc([C@H]2[C@@H](CO)N3CCCCN(S(=O)(=O)Cc4ccccc4)C[C@@H]23)cc1	-0.8
C[C@@H]1CN([C@@H](C)CO)C(=O)Cc2cc(NC(=O)Nc3ccccc3)ccc2O[C@@H]1CN(C)S(=O)(=O)c1ccc(F)cc1	0.1
CN(C)C(=O)C[C@@H]1CC[C@@H]2[C@H](COC[C@H](O)CN2C(=O)C2CCOCC2)O1	-0.6
Cc1noc(C)c1NC(=O)N(C)C[C@H]1OCCCC[C@@H](C)Oc2ccc(NC(=O)CCC(F)(F)F)cc2C(=O)N([C@H](C)CO)C[C@@H]1C	-0.8
OC[C@H]1[C@H](c2ccc(/C=C/c3ccccc3)cc2)[C@@H]2CN(Cc3ccncc3)CCCCN12	-2.5
C[C@H](CO)N1C[C@H](C)[C@@H](CN(C)C(=O)NC2CCCCC2)Oc2ccc(NC(=O)CCC(F)(F)F)cc2CC1=O	2.6
CO[C@@H]1CN(C)C(=O)c2cc(NC(=O)C3CCCCC3)ccc2OC[C@H](C)N(Cc2nccs2)C[C@@H]1C	-3.4
C[C@H](CO)N1C[C@H](C)[C@H](CN(C)C(=O)c2ccncc2)OCCCC[C@H](C)Oc2ccc(NC(=O)c3ccccc3)cc2C1=O	-1.6
COCC#Cc1cnc2c(c1)C(=O)N([C@H](C)CO)C[C@@H](C)[C@H](CN(C)C(=O)C1CCOCC1)O2	0.0
CC(C)CC#Cc1ccc2c(c1)O[C@H](CN(C)S(C)(=O)=O)[C@H](C)CN([C@H](C)CO)S2(=O)=O	1.6
CCC(=O)N1C[C@@H](O)COC[C@@H]2O[C@@H](CC(=O)N3CCCCC3)CC[C@H]21	0.6
O=C(C[C@H]1CC[C@H]2[C@@H](COC[C@H](O)CN2Cc2cccc(C(F)(F)F)c2)O1)NCc1ccncc1	-0.1
C[C@H](CO)N1C[C@H](C)[C@@H](CN(C)Cc2ccccc2)Oc2c(NC(=O)C3CCOCC3)cccc2C1=O	-1.1
O=C(C[C@H]1CC[C@H]2[C@@H](COC[C@@H](O)CN2C(=O)Nc2ccc(Cl)cc2)O1)NC1Cc2ccccc2C1	-1.2
C[C@@H]1CN([C@H](C)CO)S(=O)(=O)c2ccc(C#Cc3ccncc3)cc2O[C@H]1CN(C)C	0.5
O=C(C1CCCC1)N1[C@H](CO)[C@@H]2c3ccccc3N(S(=O)(=O)c3ccc(F)cc3)C[C@@H]21	-0.6
O=C(Nc1cccc(Cl)c1)N[C@@H]1CC[C@H](CCNC(=O)C2CC2)O[C@H]1CO	5.5
C[C@@H]1CN([C@@H](C)CO)S(=O)(=O)c2ccc(-c3cccc(F)c3)cc2O[C@@H]1CN(C)C	0.0
COCC(=O)N1C[C@H](C)[C@@H](OC)CN(C)C(=O)c2ccc(NS(C)(=O)=O)cc2OC[C@H]1C	-0.5
CCCNC(=O)C[C@H]1CC[C@@H]2[C@H](COc3ccc(NS(=O)(=O)c4ccccc4C)cc3C(=O)N2C)O1	1.9
C[C@H]1CN([C@@H](C)CO)C(=O)Cc2cc(NC(=O)C3CC3)ccc2O[C@H]1CN(C)Cc1ccc2c(c1)OCO2	3.4
CCCNC(=O)C[C@@H]1CC[C@@H]2[C@H](COc3ccc(NC(=O)c4ccc(C(F)(F)F)cc4)cc3C(=O)N2C)O1	-2.3
C[C@H]1CN([C@@H](C)CO)C(=O)Cc2cc(NC(=O)CCC(F)(F)F)ccc2O[C@H]1CN(C)C(=O)Nc1cccc2ccccc12	-0.8

Screening data as filed in PubChem.
